# HCV inhibitor: HCV inhibition; Potency, µM (highest dose often 41.8 µM), without a hit: at the highest dose activity change, negative = inhibition, hits mostly inhibitors; Huh7.5.1 HCVcc-Cre infection, luciferase reporter, 44 h; hit rate 3.4% among 340,000; also: potency is read from the fitted curve at half-maximal effect
#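 Infectious HCVcc-Cre (~0.5 moi) was added to cells just after compound, with cells seeded 4 h earlier at 1,000 per well. Luciferase activity after 44 h culture reported infection; substrate was incubated 15 min at room temperature before reading.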
# Sm TGR block: S. mansoni TGR enzyme inhibition. purified TGR, DTNB reduction, TNB absorbance 405 nm. Q962Y6. Potency, µM (titrated, usually from 114 µM), for the others: at the top dose activity change, negative = inhibition, actives largely listed as inhibitors. hit rate 3% among 360,000; also: potency is read from the fitted curve at half-maximal effect; nearly all actives have a fitted effect of over 60% in size
#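 Kinetic colorimetric format: TGR-catalysed, NADPH-driven DTNB reduction monitored via TNB absorbance. Enzyme dispensed at 20 nM; compound exposure 15 min at room temperature before reaction start.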
# HCMV antiviral: inhibitors of human cytomegalovirus | HFF cells, HCMV-luciferase reporter, 72 h; hits give low values | activity change, negative = inhibition, % at 57.5 µM | hit rate 4.5% among 410,000; in the data active = activity change below about -60%; inconclusive = no clear call, values can overlap the other calls; inactive = above about -39%
#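 Compounds were evaluated in HFFs infected with an HCMV luciferase reporter virus (MOI 1 PFU/cell). Luciferase in lysates collected 72 h post infection served as the replication measure.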
# AmpC inh detg: inhibitors of E. coli AmpC beta-lactamase with detergent. AmpC hydrolysis of nitrocefin, absorbance 480 nm, 0.01% Triton. P00811. Potency, µM (titrated, usually from 114 µM), inactives show at the top dose activity change, negative = inhibition, hits mostly inhibitors. hit rate 0.041% among 370,000;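 also: potency is read from the fitted curve at half-maximal effect; 0% = no-compound wells and -100% = no-enzyme wells; nearly all actives have a fitted effect of over 25% in size; some results filed as inactive show a strong effect at the top dose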
# Target sequence (P00811 whole entry, looked up): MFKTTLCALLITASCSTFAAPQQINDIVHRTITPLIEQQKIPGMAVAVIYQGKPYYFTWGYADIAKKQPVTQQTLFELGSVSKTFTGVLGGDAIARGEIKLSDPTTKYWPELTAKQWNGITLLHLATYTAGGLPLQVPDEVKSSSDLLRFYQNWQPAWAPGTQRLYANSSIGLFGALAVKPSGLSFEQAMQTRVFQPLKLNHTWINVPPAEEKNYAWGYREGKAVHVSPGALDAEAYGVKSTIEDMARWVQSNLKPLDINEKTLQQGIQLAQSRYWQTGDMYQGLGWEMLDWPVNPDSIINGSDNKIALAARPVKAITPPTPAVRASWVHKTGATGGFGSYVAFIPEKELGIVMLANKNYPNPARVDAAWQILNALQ
#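 AmpC (5.3 nM in the dispensed reagent) in 20 mM phosphate pH 7.0 with 0.01% (detergent screen) or 0.0001% Triton X-100 was preincubated with compounds for 15 min at room temperature. Nitrocefin was then added from an 800 uM solution, and hydrolysis was followed at 480 nm.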
# FBPA Giardia inh: Giardia lamblia aldolase inhibition. purified Giardia FBPA. hit rate 0.71% among 290,000. Potency, µM (top dose mostly 59.6 µM), for inactives: at the top dose activity, negative = inhibition, actives largely listed as inhibitors. A8B2U2; also: potency is read from the fitted curve at half-maximal effect; nearly all actives have a fitted effect of over 55% in size
# Target sequence (A8B2U2 whole entry, looked up): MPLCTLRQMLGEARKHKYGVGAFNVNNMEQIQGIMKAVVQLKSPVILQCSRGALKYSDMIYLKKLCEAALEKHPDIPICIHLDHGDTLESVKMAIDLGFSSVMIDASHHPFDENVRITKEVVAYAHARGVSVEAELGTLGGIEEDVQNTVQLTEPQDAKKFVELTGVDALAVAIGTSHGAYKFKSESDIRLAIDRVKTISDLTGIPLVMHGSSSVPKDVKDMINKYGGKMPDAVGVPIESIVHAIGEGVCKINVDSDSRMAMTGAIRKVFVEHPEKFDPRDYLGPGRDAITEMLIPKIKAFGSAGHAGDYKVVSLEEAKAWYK
#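 Giardia FBPA (40 nM reagent) was preincubated 10 min at RT with compound (up to 57.5 uM final), then substrate plus GAPDH/TPI/NAD/arsenate coupling system with diaphorase/resazurin was added; resorufin fluorescence (525/598 nm) was read after 20 min.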
# AMA1-RON2 inh: inhibitors of Plasmodium falciparum AMA1-RON2 interaction | AlphaScreen AMA1-biotinylated RON2 peptide binding | Potency, µM (series often up to 58.2 µM), without a hit: at the top dose activity change, negative = inhibition, actives largely listed as inhibitors | hit rate 0.2% among 360,000;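 also: potency is read from the fitted curve at half-maximal effect; 0% = vehicle wells and -100% = peptide control; nearly all actives have a fitted effect of over 45% in size; some results filed as inactive show a strong effect at the top dose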
#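 AMA1 (3D7) with his tag at 25 nM final met compounds first, then biotinylated RON2 peptide at 25 nM; detection used donor plus acceptor beads, 10 µg/mL apiece, read by AlphaScreen after 30 min at room temperature.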
# Numbers without * were called inactive; ? = inconclusive; / = not tested or not shown; & = joins results of further samples; [ ] = remark or other dose. Unless noted, calls follow the shape of the dose curve; as a rule, active = well fitted curve in the direction sought with a large enough effect; inconclusive = small, poorly fitted or top-dose-only effect, or another doubt; inactive = no such curve, though single readings can be large; an effect the other way counts as inactive or inconclusive. Unless noted, % is scaled to controls: 0 for no effect and ±100 for the full control effect.
1: Cc1csc(NC(=O)Nc2cccc(Cl)c2)n1
2: Cc1ccc(CN2CC(C(=O)Nc3nnc(SCc4c(Cl)cccc4Cl)s3)CC2=O)cc1 (configuration not stated)
3: Cn1c(=O)c2cc(C(=O)N3CCN(c4ccc(Cl)cc4)CC3)sc2c2ccccc21
4: C/C=C1\COC(C(=O)NCc2ccccc2)(C(F)(F)F)C=C1C=C1CCCCC1 (configuration not stated)
5: COc1ccccc1NC(=O)CSC1=NC(=O)C(Cc2ccccc2)C(=O)N1 (configuration not stated)
6: COc1cccc(CNC(=O)CN(c2cc(C)cc(C)c2)S(=O)(=O)c2c(C)noc2C)c1
7: O[C@@H](c1cc(C(F)(F)F)nc2c(C(F)(F)F)cccc12)[C@H]1CCCCN1
8: O=C(Nc1ccccn1)c1cccc(S(=O)(=O)N2CCOCC2)c1
screen / no.	1	2	3	4	5	6	7	8
HCV inhibitor	-19%	9%	/	-17%	7%	-3%	8.9µM*	6%
Sm TGR block	-14%	-4%	10%	/	-6%	4%	0%	2%
HCMV antiviral	65	-35	10	4	-2	60	24	7
AmpC inh detg	?	-2%	4%	/	-3%	?	?	3%
FBPA Giardia inh	-4%	13%	/	-2%	-10%	1%	/	8%
AMA1-RON2 inh	-6%	-12%	/	15%	-5%	-7%	1%	0%

# Entries above containing a CF3 group, in the order listed:
4: C/C=C1\COC(C(=O)NCc2ccccc2)(C(F)(F)F)C=C1C=C1CCCCC1 (configuration not stated)
7: O[C@@H](c1cc(C(F)(F)F)nc2c(C(F)(F)F)cccc12)[C@H]1CCCCN1
screen / no.	4	7
HCV inhibitor	-17%	8.9µM*
Sm TGR block	/	0%
HCMV antiviral	4	24
AmpC inh detg	/	?
FBPA Giardia inh	-2%	/
AMA1-RON2 inh	15%	1%

# The list continues:
9: Cc1ccc(SCc2c(C(=O)N/N=C/c3cccnc3)nnn2-c2nonc2N)cc1
10: O=C1NC(=O)c2cc([N+](=O)[O-])cc3cccc1c23
11: Cc1cc(OCC(=O)OCC(=O)NCC2CCCO2)ccc1Cl (configuration not stated)
12: COc1ccc(-c2cc(=O)c3ccc(O)cc3o2)cc1
13: CCOc1ccc2nc(N/C(N)=N/S(C)(=O)=O)nc(C)c2c1
14: CC(C)CCn1c(Oc2ccccc2F)nc2c1c(=O)n(C)c(=O)n2C
15: Cc1ccc(N2CCN(C(=O)c3cn(C)c4ccc(S(=O)(=O)N(C)C)cc4c3=O)CC2C)cc1 (configuration not stated)
16: CCCCCN(C(=O)CCC(=O)OCC(=O)N1CCCCC1)c1c(N)n(CCCC)c(=O)[nH]c1=O
screen / no.	9	10	11	12	13	14	15	16
HCV inhibitor	-6%	-27%	7%	-19%	5%	/	/	/
Sm TGR block	-1%	-26%	-3%	/	0%	8%	-1%	5%
HCMV antiviral	-27	13	0	88	8	4	-15	?
AmpC inh detg	-5%	-2%	-4%	/	-4%	2%	-2%	5%
FBPA Giardia inh	0%	19%	/	5%&4%	6%	/	/	8%
AMA1-RON2 inh	30%[activator]	7%	4%	-2%	2%	/	/	-26%

17: O=C(NCCOc1ccccc1)C1CCC(=O)N(CCCN2CCOCC2)C1 (configuration not stated)
18: Cc1cccc(N2CC(O)(c3cccs3)[N+]3=C2CCCC3)c1 (configuration not stated)
19: COC(=O)Cn1cc(C(=O)c2cccs2)c2ccccc21
20: COc1cc([N+](=O)[O-])ccc1NC(=O)CSc1nccn1C
21: CCOC(=O)C1=C(C)c2ccccc2OC1C(=O)OCC (configuration not stated)
22: CCOC(=O)NC(Nc1ccc(S(N)(=O)=O)cc1)(C(=O)OCC)C(F)(F)F (configuration not stated)
23: Cc1cccc(C)c1-n1ncc(C(=O)NCc2ccc3c(c2)OCO3)c1C1CCN(C(=O)OC(C)(C)C)CC1
24: CC(C)(C)C1CCC(=O)N(CCC#N)CC1 (configuration not stated)
screen / no.	17	18	19	20	21	22	23	24
HCV inhibitor	39%[activator]	-3%	-1%	-9%	6%	0%	/	-27%
Sm TGR block	/	-1%	6%	-2%	/	0%	21%	-13%
HCMV antiviral	39	-14	-23	134	-8	-26	4	31
AmpC inh detg	/	-6%	-1%	-8%	/	-1%	1%	?
FBPA Giardia inh	/	9%	-7%	1%	-9%[89.2 µM]	-2%	/	10%
AMA1-RON2 inh	8%	4%	6%	20%	14%	4%	/	-2%

25: Cc1nn(-c2ccccc2)c(C)c1/C=N/NC(=O)c1cc(C23CC4CC(CC(C4)C2)C3)[nH]n1
26: Cc1csc(N(C(=O)CCNC(=O)c2ccc([N+](=O)[O-])cc2)c2ccccc2)n1
27: O=C(NCCc1ccc(Cl)cc1)C1CCN(S(=O)(=O)c2ccc(Br)s2)CC1
28: COCCCNC(=O)/C(C#N)=C/c1cccc(NC(=O)c2ccccc2Cl)c1
29: O=C(c1ccc(OC2CCN(CCc3ccccc3)CC2)cc1)N1CCCC1
30: N#Cc1ccccc1OCC(=O)N(C1CCCCC1)C1CCS(=O)(=O)C1 (configuration not stated)
31: Cc1cc2c(cc1S(=O)(=O)NCc1ccc(F)cc1)n(C)c(=O)c(=O)n2C
32: O=C(CN1CCCCCC1)Nc1ccc(F)c(F)c1
screen / no.	25	26	27	28	29	30	31	32
HCV inhibitor	10µM*	-20%	10µM*	-2%	/	8%	/	?
Sm TGR block	-1%	-1%	2%	2%	-3%	2%	1%	2%
HCMV antiviral	2	-11	-38	25	-63*	-8	-8	-5
AmpC inh detg	5%	1%	-14%	-1%	-6%	?	-7%	-2%
FBPA Giardia inh	3%	-5%	4%	-2%	/	/	/	1%
AMA1-RON2 inh	20%	-2%	3%	3%	-12%	0%	/	-4%

# Exported as tab-separated lines: part of the list above
item	Structure	HCV inhibitor	Sm TGR block	HCMV antiviral	AmpC inh detg	FBPA Giardia inh	AMA1-RON2 inh
27	O=C(NCCc1ccc(Cl)cc1)C1CCN(S(=O)(=O)c2ccc(Br)s2)CC1	10µM*	2%	-38	-14%	4%	3%
28	COCCCNC(=O)/C(C#N)=C/c1cccc(NC(=O)c2ccccc2Cl)c1	-2%	2%	25	-1%	-2%	3%
29	O=C(c1ccc(OC2CCN(CCc3ccccc3)CC2)cc1)N1CCCC1	/	-3%	-63*	-6%	/	-12%
30	N#Cc1ccccc1OCC(=O)N(C1CCCCC1)C1CCS(=O)(=O)C1 (configuration not stated)	8%	2%	-8	?	/	0%
31	Cc1cc2c(cc1S(=O)(=O)NCc1ccc(F)cc1)n(C)c(=O)c(=O)n2C	/	1%	-8	-7%	/	/

# Next section
33: C=CCNC(=O)c1onc(CSc2ccccc2)c1C(=O)NCC=C
34: Cc1nc(N)sc1-c1csc(Nc2cccc(C(=O)O)c2)n1
35: COCCCNC(=O)c1cnc2sc(N3CCCCC3)nn2c1=O
36: CCOC(=O)CCSc1nc(N2CCOCC2)c2c(c1C#N)CC(C)(C)OC2
37: Cc1ccc(S(=O)(=O)N2CCCCC2)cc1NC(=O)COC(=O)C1(C)CC1(Cl)Cl (configuration not stated)
38: COc1ccc(S(N)(=O)=O)cc1C(=O)NC1CCCc2ccccc21 (configuration not stated)
39: Cc1c(NC(=O)c2ccc(S(=O)(=O)N(C)C)cc2)cccc1-n1cnnn1
40: O=C(Cn1c(=O)c(CNc2ccccc2)cc2cc3c(cc21)OCCO3)Nc1ccccc1Cl
screen / no.	33	34	35	36	37	38	39	40
HCV inhibitor	-29%	12%	/	0%	6%	1%	-21%	/
Sm TGR block	/	?	2%	-11%	0%	-6%	-12%	-20%
HCMV antiviral	-26	19	12	4	0	-18	0	36
AmpC inh detg	/	-11%	2%	-9%	-14%	-3%	-9%	53%[activator]
FBPA Giardia inh	/	18µM*	/	3%	/	-6%	/	/
AMA1-RON2 inh	37%[activator]	42%[activator]	/	-5%	-2%	-4%	-12%	/

# Single records, from the list above. Order of screens: HCV inhibitor	Sm TGR block	HCMV antiviral	AmpC inh detg	FBPA Giardia inh	AMA1-RON2 inh
# Results for `Cc1cccc(N2CC(O)(c3cccs3)[N+]3=C2CCCC3)c1` (configuration not stated) : -3%	-1%	-14	-6%	9%	4%
# Results for `Cc1ccc(SCc2c(C(=O)N/N=C/c3cccnc3)nnn2-c2nonc2N)cc1` : -6%	-1%	-27	-5%	0%	30%[activator]
# Results for `Cc1ccc(S(=O)(=O)N2CCCCC2)cc1NC(=O)COC(=O)C1(C)CC1(Cl)Cl` (configuration not stated) : 6%	0%	0	-14%	/	-2%

# Going on with the list:
41: CC(C)C(C)(C#N)NC(=O)CSc1nnc(-c2ccncc2)n1Cc1ccccc1 (configuration not stated)
42: CCCCn1c(=N)n(CC(=O)c2ccc(Br)s2)c2ccccc21
43: COc1ccc(/C=N/n2cnc3c([nH]c4ccc(C)cc43)c2=O)cc1CN1CCCC1
44: COc1cc(/C=C/c2nc3ccc([N+](=O)[O-])cc3s2)ccc1OCC(=O)O
45: COc1ccccc1CC(=O)N(Cc1ccccc1)c1ccc(C)cc1
46: O=C(NCc1ccccc1)C(=O)NCC1OCCN1C(=O)c1cccs1 (configuration not stated)
47: O=C1CC(c2nc(-c3cccc(Cl)c3)no2)CN1c1ccc2c(c1)OCCO2 (configuration not stated)
48: CCC1CN(C(=O)N2CCC(C(=O)Nc3ccccc3F)CC2)c2ccccc2O1 (configuration not stated)
screen / no.	41	42	43	44	45	46	47	48
HCV inhibitor	21%	?	?	/	?	33%[activator]	/	?
Sm TGR block	-3%	-5%	2%	16%	-14%	-8%	21%	7%&0%
HCMV antiviral	-9	0	-24	/	-10	-24	24	-4&-8
AmpC inh detg	?	3%	7%	-12%	1%	?	23%	2%&15%
FBPA Giardia inh	5%	-1%	-5%	1%	/	-1%	/	/
AMA1-RON2 inh	69%[activator]	-4%	-3%	/	-7%	2%	/	1%

49: CCN1C(=O)N(C(C)=O)C2C1N(C(C)=O)C(=O)N2C(C)=O (configuration not stated)
50: Cc1c(CCC(=O)NCCCCCC(=O)O)c(=O)oc2cc3occ(-c4ccccc4)c3cc12
51: Cc1c(C(=O)NCc2ccccc2Cl)sc2nc(-c3ccc(F)cc3)cn12
52: CCOc1ccc2nc(SCC(=O)N3CCCc4ccccc43)sc2c1
53: C[N+]1(CC(=O)OC2CCCCCCCCCCC2)CCCC1
54: Nc1cc(=O)[nH]c(=O)n1-c1ccc(Cl)cc1
55: COc1ccc(-c2noc(CN(C)S(=O)(=O)c3ccccc3)n2)cc1OC
56: COc1ccc(NC(=O)c2cnc[nH]2)cc1
57: COc1ccccc1/C=C(/C(=O)OCC(=O)NCc1ccccc1)c1ccccc1
58: Cc1c(C(=O)Nc2ccc(Oc3ccccc3)cc2)sc2nc3n(c(=O)c12)CCC3
screen / no.	49	50	51	52	53	54	55	56	57	58
HCV inhibitor	12%	-23%	/	?	-15%	-1%	-3%	/	-14%	6.3µM*
Sm TGR block	/	-4%	-2%	-17%	-1%	7%	/	4%	-3%	9%
HCMV antiviral	42	24	-16	15	?	12	7	77	-32	-26
AmpC inh detg	-1%	3%	13%	4%	?	0%	/	4%	6%	-13%
FBPA Giardia inh	7%	18%	/	-2%	2%	0%	/	/	5%	0%
AMA1-RON2 inh	-7%	0%	/	-7%	-5%	11%	10%	/	-14%	-2%

# High-throughput results as filed in PubChem.
